Screening results (PubChem BioAssay)
SR-BI HDL uptake: inhibitors of mouse SR-BI mediated HDL lipid uptake. Q61009. ldlA[mSR-BI] CHO cells, DiI-HDL uptake fluorescence, 3 h. inhibition, % at 12.5 µM. 0.96% of 320,000 active. AID 488896;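 active = mean replicate inhibition of at least 70% and a set share of replicates each scoring 70 or more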;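 note: 0% = median of neutral control wells and 100% = median of positive control wells; values of inactives mirror those of a sister screen read the other way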
Rtt109 HAT inh: C. albicans Rtt109 histone acetyltransferase inhibition | 0.16% of 330,000 active | AID 540336 | inhibition, % at 34.9 µM | Q5AAJ8 | purified Rtt109/Vps75, ThioGlo CoA-SH fluorescence, 4 h;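 active = inhibition of at least 50% in every replicate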
Target sequence (Q5AAJ8 whole entry, looked up): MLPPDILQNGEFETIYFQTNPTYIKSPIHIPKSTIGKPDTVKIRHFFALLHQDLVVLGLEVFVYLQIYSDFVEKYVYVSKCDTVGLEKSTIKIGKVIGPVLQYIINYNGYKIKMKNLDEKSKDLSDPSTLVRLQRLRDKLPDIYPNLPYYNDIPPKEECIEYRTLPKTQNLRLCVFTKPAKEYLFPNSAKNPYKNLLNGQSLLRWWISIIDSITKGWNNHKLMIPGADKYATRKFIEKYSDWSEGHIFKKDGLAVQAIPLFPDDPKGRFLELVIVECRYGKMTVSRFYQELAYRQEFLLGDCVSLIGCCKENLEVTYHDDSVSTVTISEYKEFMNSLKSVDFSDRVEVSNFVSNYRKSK
SR-BI DiI-HDL act: SR-BI HDL lipid transfer activation; CHO ldlA[mSR-BI] cells, DiI-HDL uptake fluorescence, 3 h; 100 = double the neutral-control signal; activation, % at 12.5 µM; 0.096% of 320,000 active;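 active = mean replicate activation of at least 60% and every replicate at or above 60%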;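 note: 0% = median plate neutral-control signal and 100% = twice that signal; values of inactives mirror those of a sister screen read the other way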
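System: CHO ldlA[mSR-BI] cells / Medium: HEPES-buffered (25 mM, pH 7.4) F12 plus 0.5% BSA / Probe or stimulus: labelled HDL, 10 µg/mL / Doses: single compound concentration, delivered by pin transfer / Schedule: 3 h, 37 °C / Measured by: DiI fluorescence, bottom read / Measure: cell-associated DiI fluorescence as measure of HDL uptake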
PvdQ inh: P. aeruginosa PvdQ acylase inhibition | purified PvdQ acylase, fluorescence plate reader | 0.063% of 340,000 active | inhibition, % at 10 µM; in the data active = inhibition above about 30%, passing the limit was not always enough;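 note: 0% = vehicle neutral wells and 100% = reference inhibitor wells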
HTR5A ag ctr: activates human HTR5A in OPRM1-OPRD1 agonist counter-screen; activation, % at 9.3 µM; HTR5A agonist assay, luminescence, cell-based; 0.61% of 340,000 active; P47898; in the data active = activation mostly above about 9.5%, no sharp cut-off; inactive = mostly below about 7.6%;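 note: 0% = cells with vehicle only and 100% = reference agonist; strong numbers were not always called active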
MITF act: MITF TRPM1 promoter activation in melanoma cells | SK-MEL-5 TRPM1-promoter luciferase, 24 h; % of positive control, neutral wells = 0 | activation, % at 12.5 µM | 0.75% of 300,000 active;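 active = mean activation of at least 80% with every replicate also reaching 80%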;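 note: 0% = neutral control wells and 100% = parthenolide positive control wells; values of inactives mirror those of a sister screen read the other way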
Wnt bcat act: activators of Wnt/beta-catenin signaling. Wnt/beta-catenin reporter cell assay, activator, plate reader. activation, % at 9.35 µM. 1.2% of 300,000 active. AID 743398; in the data active = activation above about 30%, passing the limit was not always enough;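 note: 0% = neutral control wells and 100% = positive control wells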
RTF Ca sens act: increases calcium sensitivity of human cardiac regulated thin filaments; IANBD-labeled TnC RTF fluorescence at EC20 calcium; 0% EC20 calcium, 100% full calcium; AID 493008; activation, % at 7.2 µM; P19429+P45379; 0.24% of 340,000 active;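 active = activation above the mean over all tested compounds plus 3 SD, cut at about 30% in these data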;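 note: rise in fluorescence read as greater calcium sensitivity of cardiac thin filaments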
dFosB act: activators of mouse delta FosB homodimer. purified delta FosB, TAMRA-CDK5 oligo fluorescence polarization; percent of positive-control signal above neutral wells. activation, % at 25 µM. 0.99% of 340,000 active;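 active = mean activation above about 17%, with every replicate also reaching it, limit read from the data, passing the limit was not always enough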;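 note: fluorescence polarization rise as delta FosB binds a TAMRA Cdk5 AP-1 oligo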
CDK5 inh: CDK5/p35 (human) kinase inhibition. Recombinant CDK5/p35, ADP-Glo luminescence, 60 min. Q00535+Q15078. 0.01% of 330,000 active. inhibition, % at 10 µM;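 active = highest replicate inhibition of at least 50% and at least 75% of replicates reaching 50%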;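 note: plate controls were DMSO neutral control for no effect and GW8510 at 10 µM for full effect; many of its hits are not listed in these tables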
Target sequence (Q00535 whole entry, looked up): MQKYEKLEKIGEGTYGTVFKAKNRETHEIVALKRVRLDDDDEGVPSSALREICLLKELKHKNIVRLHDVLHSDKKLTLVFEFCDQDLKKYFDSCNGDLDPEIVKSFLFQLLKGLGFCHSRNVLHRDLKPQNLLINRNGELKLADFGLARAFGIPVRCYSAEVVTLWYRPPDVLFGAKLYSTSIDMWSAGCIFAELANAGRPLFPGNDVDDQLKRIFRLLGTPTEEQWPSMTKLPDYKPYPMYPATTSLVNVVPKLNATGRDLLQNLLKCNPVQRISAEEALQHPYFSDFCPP
Target sequence (Q15078 whole entry, looked up): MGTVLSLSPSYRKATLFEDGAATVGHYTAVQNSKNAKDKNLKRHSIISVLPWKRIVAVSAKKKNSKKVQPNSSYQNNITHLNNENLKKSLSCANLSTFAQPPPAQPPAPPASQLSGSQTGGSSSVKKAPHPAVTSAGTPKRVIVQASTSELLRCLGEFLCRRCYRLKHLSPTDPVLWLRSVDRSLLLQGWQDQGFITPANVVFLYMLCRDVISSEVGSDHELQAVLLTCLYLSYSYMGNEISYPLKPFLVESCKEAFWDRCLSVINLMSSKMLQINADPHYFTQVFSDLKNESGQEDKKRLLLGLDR
* hit, by the source's call; . = not tested or not shown.

mol,dFosB act,MITF act,HTR5A ag ctr,SR-BI DiI-HDL act,Wnt bcat act,PvdQ inh,SR-BI HDL uptake,RTF Ca sens act,CDK5 inh,Rtt109 HAT inh
CCn1ncc(NC(=S)NCCc2ccccc2)c1C(N)=O,4,-16,3,16,-1,-10,-16,11,0.5,0
O=C(C1CCN(S(=O)(=O)c2cnc[nH]2)CC1)N(CCc1ccccc1)Cc1ccccc1,-7,16,0,15,-2,-22,-15,-2,-0.7,-1
Cc1ccc2c(CC(=O)NNC(=O)c3ccncc3)coc2c1,-3,-4,-4,8,0,-7,-8,4,0.6,2
CC1CCCC(NS(=O)(=O)c2cc3c(cc2Cl)NC(=O)CO3)C1C (stereo not given),-6,-6,3,-1,-3,-13,1,-3,3.5,-2
O=C(NCc1ccccc1Cl)c1ccc(NC2=NC3CS(=O)(=O)CC3S2)cc1 (stereo not given),29*,.,2,24,-2,3,-24,4,-0.4,11
Cc1ccc(Cl)cc1N1CCN(C(=O)c2cc3c(=O)n(C)c4ccccc4c3n2C)CC1,-9,.,-2,7,-2,-4,-7,-2,1.4,-1
CC(C(=O)NC1CCCC1)N1CCN(Cc2ccccc2)CC1 (stereo not given),-4,-23,3,16,1,12,-16,0,-1.0,4
CC(=O)c1ccc(NC(=O)CN2C(=O)COc3ccc(Cl)cc32)cc1,-7,7,1,-22,-4,-8,22,0,1.1,6
CCSc1nnc(NC(=O)C(Cc2ccccc2)n2cccc2)s1 (stereo not given),2,12,1,6,-3,-6,-6,0,-0.6,-1
Cc1ccc(-c2nnn(CC(=O)N(Cc3ccccc3)C(C(=O)NC3CCCC3)c3ccncc3)n2)o1 (stereo not given),33*,3,3,-2,-2,-13,2,2,-1.8,-2
COc1cc(C(=O)NCCC(=O)NCCN2CCOCC2)cc(OC)c1OC,-6,-12,-4,37,0,0,-37,1,2.1,-4
Cc1ccc(C)c(NC(=S)NC(NC(=O)Cc2ccccc2)C(Cl)(Cl)Cl)c1 (stereo not given),-14,-2,-7,3,-3,-9,-3,-1,2.0,-19
Cc1nc(Nc2ccc(Cl)cc2)c2nnn(Cc3ccccc3)c2n1,-1,-8,4,-23,-1,-7,23,-1,-0.9,-11
COc1ccc(C)cc1NC(=O)c1cc(S(=O)(=O)N2CCCCC2)ccc1N1CCOCC1,0,-8,8,-3,-2,8,3,-5,-2.4,11
O=[N+]([O-])c1cccc(S(=O)(=O)N2CCCCC2c2cccnc2)c1 (stereo not given),-5,-7,1,0,-1,-9,0,3,-1.3,-3
C=C(Cl)COC(=O)[C@H]1C2C=CC(C2)C1C(=O)O (stereo not given in full),1,-5,-1,9,-7,-13,-9,5,-0.9,-10
COc1cc(NC(=O)Cn2cnc3c(NCc4ccccc4)ncnc32)cc(OC)c1OC,-5,3,.,4,-5,-4,-4,2,0.8,5
O=c1c(/C=N/OCc2ccc(Cl)cc2Cl)c[nH]n1-c1cccc(Cl)n1,-6,-9,4,14,-1,-6,-14,-7,0.0,0
CCOC(=O)CCn1nc(-c2ccc(Cl)cc2)cc1N,-8,15,-2,0,.,5,0,8,-1.1,-6
Oc1ccccc1/C=N/n1c2ccccc2c2ccccc21,4,-13,1,-8,0,9,8,1,-0.6,-2
O=C(c1ccco1)N1N=C(c2ccco2)CC1c1ccc(Cl)cc1Cl (stereo not given),-6,2,5,0,-1,-8,0,3,-7.3,6
Oc1ccc(-c2nc3ccccc3nc2-c2ccccc2)cc1,-21,.,-2,-31,0,-4,31,-9,-0.6,0
O=C(CSC1CCCCC1)N1CCN(c2ccccc2)CC1,-8,-2,2,36,.,-8,-36,7,0.4,4
C=CCNC(=S)NNC(=O)c1cccnc1,-3,.,4,6,18,4,-6,3,1.9,8
COc1ccc(C(=S)N2CCN(c3cccc(Cl)c3)CC2)c(OC)c1,-1,2,1,-25,-4,-6,25,-1,-0.1,-6
Cc1ccc(SCc2[nH]nc3c2C2(C(=O)Nc4ccc(F)cc42)C(C#N)=C(N)O3)cc1 (stereo not given),-4,.,9,-20,-4,-8,20,-3,-0.9,0
Cc1c(C(=O)OCC(=O)Nc2ccc(N3CCOCC3)cc2)oc2ccccc12,-2,-11,5,-12,0,-1,12,0,-0.8,-4
Cc1ccc(-c2nc(-c3cccnc3)no2)c(C)c1,-26,.,1,9,.,11,-9,-13,0.5,-11
COc1cccc(-n2nc3c(-n4ncc(C#N)c4N)nnc(C)c3c2C)c1,-55,.,1,-23,-2,-14,23,1,-1.7,-5
Cn1c(SCc2nc(-c3ccccc3)no2)nnc1-c1cccs1,-16,4,-7,.,3,-11,.,4,0.3,4
COCC(=O)N1CCC(Oc2ccc(C(=O)NC(C)c3nccs3)cc2)CC1 (stereo not given),1,19,-2,4,0,-11,-4,-2,0.0,-16
COc1ccc(CC(=O)O)cc1O,2,8,6,19,0,6,-19,-5,0.9,-1

Quoted from the listing:
`Cc1ccc(-c2nc(-c3cccnc3)no2)c(C)c1` @ SR-BI DiI-HDL act: 9
`Oc1ccc(-c2nc3ccccc3nc2-c2ccccc2)cc1` @ PvdQ inh: -4

Carrying on:
mol,dFosB act,MITF act,HTR5A ag ctr,SR-BI DiI-HDL act,Wnt bcat act,PvdQ inh,SR-BI HDL uptake,RTF Ca sens act,CDK5 inh,Rtt109 HAT inh
Cc1ccc(C)c(OCCCNC2CCCC2)c1C,1,6,2,3,0,13,-3,-6,-1.3,10
COc1cccc2sc3ccc(NCCC4CCCN4C)cc3c(=O)c12 (stereo not given),4,-43,-4,-65,3,-8,65,1,1.4,7
CC1CCCN(C(=O)COc2ccc(-c3ccccc3)cc2)C1 (stereo not given),-6,26,4,-1,2,6,1,-5,-0.3,.
O=C(NCCCc1ccccc1)c1ccc(-n2cncn2)c([N+](=O)[O-])c1,-1,-5,-1,-22,-4,-11,22,-1,-2.0,3
COc1cc(NC(=O)CN(C)S(=O)(=O)c2ccc3nc(C)sc3c2)cc(OC)c1,-8,-12,0,-28,0,-3,28,1,-0.5,7
COc1cccc(CN2CCN(Cc3nc(-c4cccc(F)c4F)oc3C)CC2=O)c1,-6,-24,1,-26,-6,-13,26,0,-2.1,.
COC(=O)c1ccc([C@H]2C=C(C(=O)O)O[C@@H](OCc3ccc(CO)cc3)C2)cc1,1,3,1,6,0,5,-6,-1,1.3,-7
CCCCCCCCC1CC(C(=O)Nc2ccccc2)C(=O)O1 (stereo not given),-13,-16,2,6,3,16,-6,-2,4.0,12
O=C1CCC[C@@H]2[C@H]3CCC[N+]4([O-])CCC[C@@H](CN12)[C@@H]34 (stereo not given in full),-4,-3,1,18,-1,-8,-18,1,1.8,3
O=C(c1ccncc1)N1N=C(C2CC2)CC1(O)C(F)(F)F (stereo not given),3,-2,-1,-6,-6,-9,6,-8,0.3,3
Cc1ccc(NC(=S)NC(=O)c2ccccc2)cc1NC(=S)NC(=O)c1ccccc1,1,-16,0,-25,9,-16,25,0,2.1,1
O=[N+]([O-])c1cccc(N(CC2CO2)S(=O)(=O)c2ccccc2)c1 (stereo not given),-4,2,3,11,-1,-15,-11,-6,-1.3,-7
O=C1CC2(CCN(C(=O)COc3ccc(F)cc3)CC2)Oc2ccccc21,-12,7,-1,-6,-1,-8,6,-1,-0.7,3
CC(C)NC(=O)c1nc2ccccc2s1,-5,17,-1,-1,.,-6,1,-3,-1.5,-16
COc1cccc(C(CC(=O)Nc2cccc3ccccc23)NC(=O)c2ccccc2)c1 (stereo not given),12,-16,-3,-63,.,-9,63,2,-2.6,-5
COc1ccc(C(CNC(=O)c2cc3ccccc3o2)N2CCCCC2)cc1 (stereo not given),-4,11,-1,-19,-1,-11,19,-2,2.8,-3
Nc1c(S(=O)(=O)c2ccccc2)cnc2c(-c3ccc(F)cc3)cnn12,4,2,4,-21,.,13,21,-2,6.3,10
CCN(CC)S(=O)(=O)c1ccc(N(C)C)c(NC(=O)CC(NC(C)=O)c2ccccc2)c1 (stereo not given),-6,5,-1,-45,.,-15,45,10,1.5,1
CN1CCN(c2ccc([N+](=O)[O-])cc2C(=O)N2CCCCC2)CC1,-8,-8,2,25,.,-7,-25,3,0.4,0
c1ccc(Cn2ncc3c(Nc4ccccc4)ncnc32)cc1,1,-8,6,14,0,2,27,-2,0.5,2
Cc1n[nH]c(C)c1CCc1nc2c3ccccc3nc(SCC(N)=O)n2n1,-15,1,1,14,-6,2,-14,-3,-0.4,11
Nc1ccc2nc(CN3CCOCC3)[nH]c2c1,-4,1,3,34,.,-2,-34,8,-1.3,9
O=C(Nc1cccnc1)c1cc(-c2ccccc2)on1,-10,1,-3,24,2,-19,-24,3,0.3,11
CN(C(=O)CSc1nc(O)cc(=O)n1C1CCCC1)c1ccccc1,-3,5,2,-2,3,-13,2,7,-5.7,4
O=C(NCC(c1cccs1)N1CCOCC1)c1ccc(Cl)cc1 (stereo not given),1,-21,-1,-15,0,-1,15,-10,-0.8,8
Fc1ccc(-c2cc(C(F)(F)F)nc(NCc3cccs3)n2)cc1,-3,-12,-1,-10,-1,9,10,-3,-0.4,-6
CC(=O)Nc1ccc(N=c2cc([N+](=O)[O-])cc(Cl)n2O)cc1,-4,-18,2,10,1,-7,-10,5,-0.8,-1
c1n[nH]c(NC2=NCCC2)n1,-1,.,0,-13,7,-11,13,4,-0.3,-4
COC(=O)Cc1c(C)c2ccc(OCC(=O)N(C)C)cc2oc1=O,-6,9,-6,17,.,2,-17,4,2.1,5
Cc1ccc2cc3c(nc2c1)OCC3,-9,37,-3,.,12,-5,.,-5,0.2,-5
CCOC(=O)c1sc2ncn(CC(=O)N(CC)CC)c(=O)c2c1C,1,0,10,.,-1,6,.,4,-2.4,0
CCOc1cccc(CN2CCN(c3cccc(C(F)(F)F)c3)CC2)c1O,-8,-3,3,8,.,3,-8,-3,-0.6,15
Cn1cc(C(=O)NCc2ccccc2F)cn1,-5,1,-4,7,-1,-23,-7,1,-3.6,-5
O=C(CN(C(=O)CNC(=O)c1ccco1)c1ccc(F)cc1)NC1CCCC1,-1,8,5,.,-1,-2,.,5,-2.1,0
NS(=O)(=O)c1ccc(CCNC(=O)Nc2ccc(Cl)c(Cl)c2)cc1,-10,5,3,18,.,7,-18,3,-0.2,5
CCOC(=O)N1CCN(c2c(NCCc3ccc(C)cc3)c(=O)c2=O)CC1,6,1,-5,.,2,1,.,1,0.1,-4
Cc1cc(SCC(=O)OCC(=O)NCc2ccc3c(c2)OCO3)c(C)cc1Br,3,-5,0,27,-1,-6,-27,-5,-0.4,-6
CCCc1nc2c(c(=O)c3ccccc3n2C)c(=O)n1-c1ccc(F)cc1,1,0,12,4,.,-1,-4,6,0.3,10
